# INS-1E GSIS act = GLuc luminescence reporter in INS-1E cells, primary screen for activators of glucose-dependent secretion of insulin; INS-1E GLuc reporter insulin secretion, 2-3 h; activation, % at 16.6 µM; actives 0.61% (n = 370,000);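 active = lowest replicate activation of at least 40%, so every replicate reaches that level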;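 note: 0% = median of neutral control wells and 100% = median of IBMX positive control wells; some compounds called inactive have numbers as strong as hits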
# PGC1a acetyl inh = lowers PGC1a acetylation signal in U2OS cells. AID 651687. inhibition, % at 15.6 µM. AlphaScreen anti-acetyl-lysine; with virally co-expressed GCN5 acetyltransferase. actives 0.17% (n = 350,000);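 active = every replicate shows inhibition of at least 40%; inconclusive = mean inhibition at least 40% but some replicate below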;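 note: 0% = neutral control wells and 100% = positive control wells; some results beyond the cut were filed as inactive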
# PAX8 inh HTS = lowers PAX8-driven luciferase in RMG-I cells. RMG-I TPO-luciferase reporter, SteadyGlo, 24 h. inhibition, % at 12.6 µM. actives 1.2% (n = 360,000);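 active = mean replicate inhibition at least 60% with every replicate also reaching 60%; inconclusive = only one of the two criteria is met; inactive = mean below 60% and not all replicates reaching 60%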;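 note: luciferase light reporting Pax8 driven TPO promoter activity; plate controls were median of neutral control wells for no effect and mitoxantrone controls for full effect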
# LGR2 antag = inhibitors of bursicon-induced Drosophila LGR2 receptor cAMP signaling. HEK293 LGR2, CRE-luciferase, bursicon-stimulated, 4 h. inhibition, % at 9.99 µM. actives 0.35% (n = 380,000);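 active = drop in luminescence signal, shown as inhibition above about 50% in the replicate tests, limit read from the data, passing the limit was not always enough; inconclusive = probably only some replicates passing the limit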;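 note: agonist challenge used bursicon conditioned medium at about half maximal strength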
# Cneo AK release = causes C. neoformans cell lysis. adenylate kinase release luminescence, 4 h; normalised: neutral wells 0, clomiphene wells 100. lysis activity, % at 15 µM. actives 0.2% (n = 360,000);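 active = mean lysis activity across replicates of at least 80%, whatever share of replicates individually reach that level; inactive = mean lysis activity below 80%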
#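 read-out = cell lysis signal | test system = log-phase Cryptococcus neoformans yeast cells | input = cells at 5 × 10^6 per mL | medium = fresh YPD growth medium | signal = luminescent adenylate kinase detection reagent | timing = 4 h at 37 °C static, read 1 h later | dosing = single dose | controls = Clomiphene as positive lysis control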
# Statin myotox sup = suppression of simvastatin myotoxicity; C2C12 myotubes + simvastatin, ATP luminescence, 48 h; scaled: DMSO 0, geranylgeraniol control 100; rescue of ATP level, % at 7.49 µM; actives 0.78% (n = 330,000); AID 602340;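 active = mean ATP rescue above about 67%, or every replicate alone reaching that limit, limit read from the data, passing the limit was not always enough; inconclusive = no clear call, values can overlap the other calls; inactive = mean under the limit and some replicate under it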;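 note: myotubes were challenged with 10 µM simvastatin during compound exposure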
# ARNT-TACC3 inh = disruptors of human ARNT/TACC3 interaction; Q9Y6A5; AlphaScreen His-ARNT PAS-B/GST-TACC3 binding, luminescence; TACC3 fragment carries E629A point mutation; inhibition, % at 9.99 µM; actives 0.66% (n = 390,000); AID 623870;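 active = mean inhibition of replicates at least 50% and at least half of replicates each reaching 50%; inconclusive = half or more replicates reach 50% but mean below 50%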;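 note: 0% = complete ARNT plus TACC3 wells and 100% = ARNT alone without TACC3; many hits fall short of the cut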
# PglD DTNB = blocks C. jejuni PglD acetyltransferase activity | purified PglD enzyme, DTNB colorimetric CoA detection | inhibition, % at 12.5 µM | actives 0.098% (n = 360,000); in the data active = inhibition above about 16%, passing the limit was not always enough; inconclusive = no clear call, values can overlap the other calls; note: strong numbers were not always called active
# * marks the source's active call; other numbers are inactive results; ? = inconclusive; · = no result given; & = joins results of further samples.
smiles,INS-1E GSIS act,PGC1a acetyl inh,PAX8 inh HTS,LGR2 antag,Cneo AK release,Statin myotox sup,ARNT-TACC3 inh,PglD DTNB
O=C(Nc1cc(F)ccc1F)N[C@H]1CC[C@H](CCn2cc(C3CCCCC3)nn2)O[C@@H]1CO,4,13,34,-10,-11,-1,-5,-5
CC(=O)NC(CC(=O)NCCN1C(=O)S/C(=C\c2ccccc2)C1=O)c1ccccc1 (stereo unspecified),37,6,14,4,1,·,-11,6
O=C(Cn1sc2ccccc2c1=O)N1CCN(C(=O)c2ccco2)CC1,13,-12,-20,0,-1,16,-1,-3
COc1cccc(S(=O)(=O)Nc2ccc3c(c2)OC[C@@H](C)NC[C@@H](C)[C@@H](OC)CN(C)C3=O)c1,0,-8,·,24,2,-9,-3,-2
C[C@H]1CN([C@@H](C)CO)C(=O)c2cc(/C=C/c3ccccc3)cnc2O[C@H]1CN(C)C(=O)CN(C)C,13,?,·,2,5,2,-7,-2
CS(=O)(=O)Nc1ccc2c(c1)[C@@H]1C[C@@H](CC(=O)N3CCCCC3)O[C@@H](CO)[C@@H]1O2,-4,2,3,-16,-1,-1,-9,-4
Cc1ccccc1NC(=O)c1ccc2nccnc2c1,13,·,-35,5,-2,1,·,1
CCC1CCCCN1S(=O)(=O)c1ccc2c(c1)CCN2C(=O)C1CCC1 (stereo unspecified),·,-5,·,·,0,-115,·,0
O=C(CSc1nnnn1-c1ccc2c(c1)CCC2)Nc1ccc2c(c1)OCCO2,·,-5,·,·,0,7,-8,-3
CC(C)CN(C(=O)c1cc(=O)[nH]c2ccccc12)c1c(N)n(Cc2ccccc2)c(=O)[nH]c1=O,5,9,2,14,2,11,-5,-1
O=C(CSc1oc(-c2ccco2)nc1S(=O)(=O)c1ccccc1)NCC1CCCO1 (stereo unspecified),25,-4,·,-12,-1,·,-7,0
O=C(NNC(=S)Nc1ccccc1Cl)c1ccncc1,11,7,-49,-22,3,·,7,4
Cc1ccc(Nc2nc(N)[nH]c(=O)c2N=O)cc1,-1,·,-10,2,1,6,13,-1
C[c-]1[c-](C)[c-](C)[c-](C)[c-]1C.[Fe].c1cc2nccc(N3CCCC3)[c-]2c1 (stereo unspecified),-2,-2,0&-10,-10,1&2,-3&-3,62*,5&2
C[C@@H]1CN([C@H](C)CO)C(=O)Cc2cc(NC(=O)c3ccncc3)ccc2O[C@H]1CN(C)Cc1ccncc1,8,-5,-15,1,5,-5,-6,0
Cc1cccc(/C(N)=N/OC(=O)c2ccccc2Cl)c1,8,·,43,12,-5,-19,·,-2
CO[C@H]1CN(C)C(=O)c2cc(NS(C)(=O)=O)ccc2OC[C@H](C)N(S(C)(=O)=O)C[C@@H]1C,31,10,·,-16,-1,-9,-9,0
Cc1ccc(S(=O)(=O)Nc2ccc3c(c2)C(=O)N([C@H](C)CO)C[C@@H](C)[C@@H](CN(C)Cc2ccc(C(F)(F)F)cc2)OCCCC[C@H](C)O3)cc1,14,-1,96*,9,37,·,2,1
CC1(C)Cc2c(ccc3ccccc23)/C(=C/C(=O)N2CCCCC2)N1,-14,-4,·,-12,·,·,13,·
CCN1CCN(C(=O)Cn2nc(C)c3sc4ccccc4c3c2=O)CC1,-5,0,12,-5,-1,-5,-2,-1
CCCc1nnc(NC(=O)CCC(=O)N2CCN(Cc3ccc(OC)c(F)c3)CC2)s1,17,4,12,12,2,18,1,1
Cn1c(SCC(=O)N2CCOCC2)nnc1-c1ccco1,9,·,-13,-12,-2,-5,1,-7
CCCN(C)C[C@@H]1Oc2cc(C3=CCCCC3)ccc2S(=O)(=O)N([C@H](C)CO)C[C@@H]1C,-12,-10,-6,-2,6,-25,10,-2
COc1ccc2c3c([nH]c2c1)C1CC2C(CC(O)C(OC)C2CO)CN1CC3 (stereo unspecified),-3,3,·,-20,0,12,0,4
Cc1nn(-c2ccccc2)c(Cl)c1C(=O)OC(C)C(=O)Nc1ccc2c(c1)OCO2 (stereo unspecified),·,2,10,·,0,-8,·,-2
CCCN1C[C@H](C)[C@@H](OC)CN(C)C(=O)c2cc(NC(=O)c3ccccc3)ccc2OC[C@@H]1C,-24,2,-1,3,-1,2,19,0
O=C(CCC(=O)c1cccs1)Nc1ncccc1O,16,·,-24,-103,-7,-3,24,0
Cc1c(NC(=O)C(C)OC(=O)CCc2c[nH]c3ccccc23)c(=O)n(-c2ccccc2)n1C (stereo unspecified),24,-2,9,8,0,0,0,-2
Nc1ncnc2[nH]c(=S)[nH]c12,·,7,-3,-21,1,2,-9,-1
CCCC#Cc1cnc2c(c1)C(=O)N([C@@H](C)CO)C[C@@H](C)[C@@H](CN(C)C(=O)C1CC1)O2,-1,4,·,20,-5,·,-8,0
CC(=O)N1[C@@H](CO)[C@H](c2ccc(-c3ccc(F)cc3)cc2)[C@@H]1CNC(=O)C1CC1,-16,-19,-3,-1,-1,-4,-5,2
C[C@H]1CN([C@@H](C)CO)C(=O)c2cc(C#CC3CCCCC3)cnc2O[C@H]1CN(C)CC1CC1,-4,-14,·,-24,5,3,5,12
COCC(=O)N1C[C@@H](C)[C@H](OC)CN(C)C(=O)c2ccc(NC(=O)C3CCC3)cc2OC[C@@H]1C,-2,5,·,7,-4,1,-4,1
CC(C)CC(=O)Nc1c2c(nn1-c1ccc([N+](=O)[O-])cc1)CS(=O)(=O)C2,29,3,-7,21,-2,-5,-2,-6
CCc1ccc(C(O)c2ncc(-c3ccccc3F)[nH]2)cc1 (stereo unspecified),-31,·,-58,-73,3,·,·,11
CCN(CC(=O)Nc1ccc(NC(C)=O)cc1)C(=O)c1ccc(COc2ccc(C(C)(C)C)cc2)cc1,-7,2,-42,-38,-2,0,1,-1
COC(=O)C[C@@H]1CC[C@@H]2[C@@H](COc3ccc(NC(=O)Nc4ccc(C#N)cc4)cc3C(=O)N2C)O1,-7,10,-5,-7,-4,-6,-19,-3
COc1ccc(/C=C2/N=C3CCCCCN3C2=O)cc1,-5,4,-17,·,·,·,0,·
O=C(CSC1=NS(=O)(=O)c2cc(Cl)ccc2N1)Nc1ccccc1F,-13,·,·,-1,·,1,-6,·
C[C@@H]1CCCCO[C@@H](CN(C)S(=O)(=O)c2cn(C)cn2)[C@@H](C)CN([C@H](C)CO)C(=O)c2cc(NC(=O)Nc3ccc4c(c3)OCO4)ccc2O1,7,-5,·,6,3,·,1,-3
Cc1ccnc(NC(=O)CCC2CCCCC2)c1,·,-22,-197,·,-8,11,·,0
CC(=O)Nc1cc(-c2cccnc2)cn2c(-c3ccc(F)cc3)cnc12,-5,-1,16,9,0,-2,·,-5
COc1ccc(Cl)cc1CC1(C)C(=O)Nc2c(Cl)cccc21 (stereo unspecified),-11,·,0,-1,0,3,·,-1
Cc1nn(C)c(C)c1C1Nc2ccccc2C(=O)N1O (stereo unspecified),·,-1,·,·,1,-4,-1,-3
CC(C)CCNC(=S)Nc1ccc([N+](=O)[O-])cc1,-35,4,-33,-3,-10,·,9,-6
CC(C)COP(=O)(c1ccc(N(C)C)cc1)C(O)c1ccccn1 (stereo unspecified),·,·,-3,·,-1,·,1,-4
COc1ccccc1C1SCCN1S(C)(=O)=O (stereo unspecified),·,5,·,·,1,-2,·,4
Cn1c(CCNC(=O)c2ccco2)nc2cc(NS(=O)(=O)c3ccccc3)ccc21,·,5,·,·,8,-3,-1,-3
CC(=O)N1CCC2(CC1)NC(=O)N(c1ccccc1)N2,12,9,11,-3,·,·,-5,·
CC(C)n1c(CCCO)nc2ccccc21,·,-2,·,·,-3,0,2,-3

# Quoted at random: 2 entries already listed, in no set order.
smiles,INS-1E GSIS act,PGC1a acetyl inh,PAX8 inh HTS,LGR2 antag,Cneo AK release,Statin myotox sup,ARNT-TACC3 inh,PglD DTNB
Cc1ccnc(NC(=O)CCC2CCCCC2)c1,·,-22,-197,·,-8,11,·,0
CCc1ccc(C(O)c2ncc(-c3ccccc3F)[nH]2)cc1 (stereo unspecified),-31,·,-58,-73,3,·,·,11

# New compounds follow.
smiles,INS-1E GSIS act,PGC1a acetyl inh,PAX8 inh HTS,LGR2 antag,Cneo AK release,Statin myotox sup,ARNT-TACC3 inh,PglD DTNB
COc1cccc(S(=O)(=O)N(C)C[C@@H]2OCc3ccccc3-c3ccccc3C(=O)N([C@@H](C)CO)C[C@@H]2C)c1,-19,-13,91*,22,100*,·,14,-3
NS(=O)(=O)c1ccc(CNC(=O)Cn2nc(C(F)F)cc2C(F)F)cc1,5,4,3,-5,-2,-12,0,-4
COc1ccc(C2N=C(N)N=C(N)N2c2ccccc2)cc1OC (stereo unspecified),·,-3,·,·,0,6,5,-4
O=C(O)/C=C/c1ccc(-n2ccnc2)cc1,4,1,-3,1,-3,-14,2,7
C=CCn1c2ccccc2c2nnc(SCN3C(=O)c4ccccc4C3=O)nc21,-43,-12,·,-25,·,·,6,·
Cc1nn(C)cc1/C=N/NC(=O)c1sc2ccccc2c1Cl,·,11,-12,·,-1,7,12,6
CSc1ccc(S(=O)(=O)Nc2ccc(S(=O)(=O)Nc3ccc(C)cc3)cc2)cc1,-7,-5,·,-9,1,10,2,0
C[C@H]1CN([C@@H](C)CO)C(=O)Cc2cc(NC(=O)Nc3ccccc3)ccc2O[C@@H]1CN(C)C(=O)Nc1ccc2c(c1)OCO2,8,-33,-12,-14,101*,4,-27,-2
COc1ccc(CCNC(=O)C(=O)NCC2OCCN2S(=O)(=O)c2ccccc2)cc1OC (stereo unspecified),-3,4,-7,5,1,3,-4,-8
Cc1cc(=O)[nH]c(N=N/C(=N/Nc2ccc(O)cc2)c2ccccc2)n1,·,16,·,·,-2,13,11,-1
Cc1noc(C)c1S(=O)(=O)Nc1ccc2c(c1)CC(=O)N([C@@H](C)CO)C[C@H](C)[C@H](CN(C)S(=O)(=O)c1cn(C)cn1)O2,9,9,-5,14,-3,3,-2,-3
Cc1ccc(S(=O)(=O)NCC(=O)NCC(=O)N(C)Cc2ccc(Br)s2)cc1C,-59,-7,15,26,4,8,·,4
Cn1c(-c2ccc3c(c2)OCO3)cc(=O)c2ccccc21,8,-15,·,-10,-1,-8,-8,2
COc1ccc(CN(C)C[C@@H]2Oc3c(NC(=O)Nc4ccccc4)cccc3C(=O)N([C@@H](C)CO)C[C@@H]2C)cc1,-8,11,7,3,-3,16,-2,1
CCCN1C[C@H](C)[C@@H](OC)CN(C)C(=O)c2cc(NC(=O)COC)ccc2OC[C@H]1C,2,4,4,-3,2,6,9,4
O=C(CCC1CCCC1)Nc1ccc(OCC(=O)N2CCOCC2)cc1,·,9,·,·,-14,-6,-1,3
C=CCn1c(SCc2ccccc2)nc2scc(-c3ccc(C)o3)c2c1=O,-15,-1,·,10,4,-4,-4,-4
C[C@@H]1CN(Cc2nc(-c3cnccn3)no2)C[C@H](C)O1,-15,·,2,34,·,·,-4,·
COc1cc(C2CC(=O)Oc3cc(C)cc(C)c32)cc(OC)c1OC (stereo unspecified),-10,2,3,21,2,3,·,-2
COc1ccccc1NC(=O)NCCN1C(=O)C2C3C=CC(C3)C2C1=O (stereo unspecified),6,·,-2,-4,-4,3,-14,-2
